LmPK inh = LmPK (Leishmania mexicana) enzyme inhibition; purified LmPK, Kinase-Glo ATP luminescence, 1 h; actives 0.37% (n = 290,000); Q27686; Potency, µM (top dose mostly 57.5 µM), for inactives: at the top dose activity change, negative = inhibition, hits mostly inhibitors; also: potency is read from the fitted curve at half-maximal effect; % is scaled to controls: 0 for no effect and ±100 for the full control effect
Target sequence (Q27686 whole entry, looked up): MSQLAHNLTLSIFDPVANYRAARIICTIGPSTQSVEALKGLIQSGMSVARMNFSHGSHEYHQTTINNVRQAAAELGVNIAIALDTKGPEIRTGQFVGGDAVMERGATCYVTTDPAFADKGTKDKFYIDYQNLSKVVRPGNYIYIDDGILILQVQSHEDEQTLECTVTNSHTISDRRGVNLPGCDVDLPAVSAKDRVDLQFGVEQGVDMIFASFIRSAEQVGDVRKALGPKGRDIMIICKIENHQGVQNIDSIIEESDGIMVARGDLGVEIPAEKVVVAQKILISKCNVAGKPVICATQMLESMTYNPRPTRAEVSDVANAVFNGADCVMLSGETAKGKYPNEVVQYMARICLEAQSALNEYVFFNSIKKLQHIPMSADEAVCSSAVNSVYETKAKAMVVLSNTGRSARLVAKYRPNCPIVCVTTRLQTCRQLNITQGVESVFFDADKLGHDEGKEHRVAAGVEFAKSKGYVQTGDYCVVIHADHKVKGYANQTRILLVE
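Screened at intermediate enzyme activity to detect both inhibitors and activators: LmPK at 0.1 nM, with a 0.5 nM enzyme column as activation reference. PEP 0.5 mM, ADP 0.1 mM; ATP detected by luminescence after 1 h.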
Pf growth 96h = P. falciparum growth inhibition at 96 hours; Potency, µM (top dose mostly 28.7 µM), for the others: at the highest dose activity change, negative = inhibition, hits mostly inhibitors; P. falciparum luciferase reporter growth, 96 h; actives 6.9% (n = 320,000); also: potency is read from the fitted curve at half-maximal effect; % is scaled to controls: 0 for no effect and ±100 for the full control effect
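Cell-based qHTS: luciferase-tagged P. falciparum in erythrocytes (2% hematocrit, 0.05% parasitemia final) incubated with compounds for 96 hours, 37 C, 5% CO2; luciferase detection reagent then added and luminescence measured.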
AmpC no deterg = AmpC beta-lactamase inhibition without detergent; AmpC nitrocefin hydrolysis, absorbance 480 nm, 0.0001% Triton; AID 485341; Potency, µM (titrated, usually from 57.1 µM), inactives show at the highest dose activity change, negative = inhibition, actives largely listed as inhibitors; actives 0.52% (n = 330,000); P00811;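 also: potency is read from the fitted curve at half-maximal effect; plate controls were no compound for no effect and no enzyme for full effect; nearly all actives have a fitted effect of over 20% in size; some results filed as inactive show a strong effect at the top dose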
Target sequence (P00811 whole entry, looked up): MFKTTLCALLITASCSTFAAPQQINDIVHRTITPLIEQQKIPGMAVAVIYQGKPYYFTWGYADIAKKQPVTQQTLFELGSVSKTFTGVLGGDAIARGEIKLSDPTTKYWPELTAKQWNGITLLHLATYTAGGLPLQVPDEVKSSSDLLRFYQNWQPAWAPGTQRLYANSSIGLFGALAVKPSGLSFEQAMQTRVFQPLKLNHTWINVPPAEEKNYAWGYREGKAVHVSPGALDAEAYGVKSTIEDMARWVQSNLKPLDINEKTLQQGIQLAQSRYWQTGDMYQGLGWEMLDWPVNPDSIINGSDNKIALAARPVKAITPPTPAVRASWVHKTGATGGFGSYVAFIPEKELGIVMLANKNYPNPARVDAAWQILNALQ
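AmpC (5.3 nM in the dispensed reagent) in 20 mM phosphate pH 7.0 with 0.01% (detergent screen) or 0.0001% Triton X-100 was preincubated with compounds for 15 min at room temperature. Nitrocefin was then added from an 800 uM solution, and hydrolysis was followed at 480 nm.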
TbPYK inhibitor = inhibitors of Trypanosoma brucei pyruvate kinase; TbPYK enzyme, Kinase-Glo Plus ATP luminescence, 45 min; Potency, µM (top dose mostly 76.8 µM), for the others: top-dose activity, negative = inhibition, most hits filed as inhibitors; actives 0.12% (n = 410,000); AID 624173; also: potency is read from the fitted curve at half-maximal effect; % is scaled to controls: 0 for no effect and ±100 for the full control effect; nearly all actives have a fitted effect of over 50% in size
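Screened from lowest to highest concentration, compounds were pinned into TbPYK/substrate mixtures, and ADP (130 uM final) was added. Plates sat at room temperature for 45 min prior to Kinase-Glo Plus detection by luminescence.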
CHX counter = counter-screen for Shiga toxin inhibitors: cycloheximide protein synthesis inhibition; cell reporter, cycloheximide protein synthesis inhibition counterscreen; max response, %; actives 12% (n = 300,000); AID 2314; in the data active = max response mostly above about 13%, no sharp cut-off; inactive = mostly below about 14%; also: read at 38.3 µM for the half of the compounds with a filed dose; 0% is about no effect
Pf growth 48h = P. falciparum growth inhibition at 48 hours (one generation); AID 504832; P. falciparum luciferase growth in erythrocytes, 48 h; Potency, µM (titrated, usually from 28.7 µM), for the others: top-dose activity change, negative = inhibition, actives largely listed as inhibitors; actives 5.9% (n = 310,000); also: potency is read from the fitted curve at half-maximal effect; % is scaled to controls: 0 for no effect and ±100 for the full control effect
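Parasite viability was followed by luminescence of a genomically integrated firefly luciferase. Cultures held 0.1% parasitemia at 2% hematocrit (final), incubated under 5% CO2 at 37 C.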
Shiga inhibitor = blocks Shiga toxin action in Vero cells; Vero cells, Shiga toxin protein synthesis inhibition reporter; inhibition, % at 38.7 µM; actives 9.2% (n = 290,000); in the data active = inhibition mostly above about 28%, no sharp cut-off; inactive = mostly below about 43%; also: 0% is about no effect
* = called active by the depositor; ? = inconclusive; . = not tested or not shown; & = joins results of further samples; [ ] = another dose, or the depositor's remark. Unless noted, calls follow the shape of the dose curve; as a rule, active = well fitted curve in the direction sought with a large enough effect; inconclusive = small, poorly fitted or top-dose-only effect, or another doubt; inactive = no such curve, though single readings can be large; an effect the other way counts as inactive or inconclusive.

| Compound | LmPK inh | Pf growth 96h | AmpC no deterg | TbPYK inhibitor | CHX counter | Pf growth 48h | Shiga inhibitor |
| --- | --- | --- | --- | --- | --- | --- | --- |
| CC(C)(O)C#Cc1ccc(CN2CCN(Cc3ccsc3)C(CCO)C2)cc1 (stereo not drawn) | -2% | -20% | 29% | 3% | -3 | -25% | 32 |
| CC(C)(CNC(=O)c1ccc(-c2ccccc2Cl)o1)N1CCOCC1 | . | 95%[activator] | 71%[activator] | 0% | . | 87%[activator] | . |
| CN1C(=O)[C@H]2[C@@H](C3CC3)N3C(=O)CN(CCO)C(=O)[C@@]3(Cc3ccccc3)[C@H]2C1=O | -7% | 40%[activator] | -17% | 2% | -2 | 11% | -5 |
| Cc1oc(-c2ccccc2F)nc1CS(=O)CC(=O)NC1CC1 (stereo not drawn) | -3% | 14% | -11% | 3% | -2 | 10% | -2 |
| COc1ccc(Br)cc1C(=O)CCC(=O)OCC(=O)Nc1cc(C(N)=O)cc(C(N)=O)c1 | . | 32%[activator] | -19% | 0% | . | 19% | . |
| Cc1nn(-c2ccccc2)c2nc(C(F)(F)F)[nH]c(=O)c12 | 1% | 39%[activator] | -13% | 5% | -2 | 13% | 15 |
| CS(=O)(=O)c1ccc(N2CCOCC2)c(S(C)(=O)=O)c1 | -2% | . | -17% | 0% | -3 | 16% | -5 |
| O=C(CC1(C(=O)O)CCCC1)N1CCOCC1 | 1% | 6% | -8% | . | -2 | . | -22 |
| COc1ccc(Oc2ccc(S(=O)(=O)N3CCCCC3)cc2S(=O)(=O)N2CCCCC2)cc1 | 6% | ? | -17% | 2% | 0 | 10µM* | 6 |
| CC(C)OCC(O)CSc1ccccn1 (stereo not drawn) | 10% | ? | -8% | -2% | 6 | . | 2 |
| COc1cccc(-n2nnnc2SCC(=O)N2CCCc3ccccc32)c1 | 1% | ? | -11% | 5% | 3 | -20% | 7 |
| Cc1cc(C)cc(N2C(=O)CC(N(C(=O)c3ccco3)c3cc(C)cc(C)c3)C2=O)c1 (stereo not drawn) | -3% | 46%[activator] | -11% | 8% | -2 | . | 2 |
| COc1ccc(N2CCN(C(=O)CCc3nnc4ccc(N5CCCC5)nn34)CC2)cc1 | 12% | 12µM* | 85%[activator] | 0% | 1 | ? | 2 |
| O=C(COC(=O)c1ccccc1F)c1ccc(-n2nncc2-c2ccco2)cc1 | 14% | ? | -26% | -8% | 21* | . | 40 |
| Cc1cc(NC(=O)Cn2nc3c(cc2=O)CCCC3)ccc1Br | 4% | ? | -8% | -1% | -2 | ? | 12 |
| Cc1sc(NC(=O)CCC(=O)O)c(C#N)c1C | 3% | 85%[activator] | -19% | -6% | -9 | 4% | 6 |
| CCOC(=O)c1c(CN2CCN(C)CC2)n(-c2ccccc2)c2cc(Br)c(O)cc12 | 0% | ? | 22% | -15% | -2 | ? | -19 |
| O=c1oc2c3c(nn2c2ccccc12)CCCC3 | 3% | 0% | -12% | 8% | -4 | . | -9 |
| COc1ccc2oc(=O)c(C(=O)N3CCCC3)cc2c1 | 0% | 0% | -1% | 0% | -3 | 27% | -3 |
| NC(=S)N/N=C/c1c[nH]c2ccccc12 | -1% | 38%[activator] | 9% | -11% | 6 | 0% | 38 |
| CCNC(=O)COC(=O)C1CCC(=O)N(c2ccc(OC)cc2)C1c1ccc(OC)cc1 (stereo not drawn) | 6% | -29% | 36% | -7% | 0 | . | 14 |
| COC(=O)c1cc(C)nc2c1C(=O)C(=O)C=C2N1CCOCC1 | -10% | -2% | -15% | -12% | -6 | 13µM* | -25 |
| CC(=O)Nc1ccc(NC(=O)C(C)OC(=O)c2cccc(S(=O)(=O)N3CCCC3)c2)cc1 (stereo not drawn) | . | 21% | -18% | 1% | . | 21% | . |
| COC(=O)c1ccc(Cl)c(NC(=O)NC23CC4CC(CC(C4)C2)C3)c1 | 0% | 0.66µM* | -33% | 6% | 0 | . | 22 |
| COC(=O)c1cc2occc2n1Cc1nc(-c2cccc(Cl)c2)oc1C | 11% | ? | -12% | 2%&5% | -4 | 1% | -11 |
| Cc1ccc(Cn2cc(C=O)c(-c3ccc(C)cc3)n2)cc1 | -2% | 15% | -9% | -17% | 52* | 32%[activator] | 78* |
| O=C(COC(=O)c1ccc2c(c1)OCCO2)NC1CCCCC1 | . | 15% | -14% | -4% | . | 19% | . |
| Nc1nc(NCc2ccccc2)n(-c2ccccc2)n1 | 0% | 10% | -17% | -2% | -3 | -9% | -6 |
| COc1ccc(OCC(=O)O/N=C(\N)Cc2ccc(Cl)cc2)cc1 | 0% | 19% | -19% | -7% | 0 | 56%[activator] | 7 |
| O=C1COc2ccc(S(=O)(=O)N3CCCC3)cc2N1 | -2% | 3% | -12% | 0% | 1 | 21% | -10 |
| Cn1c(=O)oc2cc(S(=O)(=O)NCCN3CCCCCC3)ccc21 | -1% | ? | 3% | 6% | -2 | ? | -3 |
| O=S(=O)(c1ccc(Cl)s1)N1CCCc2cccc(O)c21 | -1% | 54%[activator] | -36% | 2% | 50* | . | 84* |
| C[C@H](NC(=O)c1nc[nH]c1C(=O)NCC(=O)OCc1ccccc1)C(=O)OC(C)(C)C | 1% | 29% | 54% | 3% | 1 | 51%[activator] | -4 |
| Cc1nc2ccccc2nc1OCC(=O)Nc1cc(C(F)(F)F)ccc1N1CCOCC1 | 1% | 6% | 150%[activator] | 5% | -2 | 12µM* | -16 |
| CC(=O)Nc1ccc(-c2csc(NC(=O)c3ccc(C)o3)n2)cc1 | 0% | 9.3µM* | -21% | -15% | -3 | . | 11 |
| COc1ccc(CC(=O)OCC(=O)N2CCN(S(=O)(=O)c3ccc(C)cc3C)CC2)cc1 | . | ? | 43% | -6% | . | ? | . |
| Cc1[nH]c2ccccc2c1C(=O)C(=O)NC1CC(=O)N(c2ccc(F)cc2)C1 (stereo not drawn) | . | 4% | -18% | 4% | . | -35% | . |
| O=C(c1cc(C(=O)NCCc2ccccc2)c(=O)n(CCc2ccccc2)c1)c1cc(Cl)ccc1O | 5% | 0.41µM* | -45% | -6% | -5 | 0.83µM* | -4 |
| O=CC(O)C(O)C(O)C(O)CO (stereo not drawn) | . | . | . | -2% | -8 | . | 1 |
| Cc1c(Br)c(C(=O)N2CCc3ccccc32)nn1C | -23% | 125%[activator] | -18% | -9% | 91* | 123%[activator] | 62* |

The closing 2 compounds of the section above come first, to join the parts.
| Compound | LmPK inh | Pf growth 96h | AmpC no deterg | TbPYK inhibitor | CHX counter | Pf growth 48h | Shiga inhibitor |
| --- | --- | --- | --- | --- | --- | --- | --- |
| O=CC(O)C(O)C(O)C(O)CO (stereo not drawn) | . | . | . | -2% | -8 | . | 1 |
| Cc1c(Br)c(C(=O)N2CCc3ccccc32)nn1C | -23% | 125%[activator] | -18% | -9% | 91* | 123%[activator] | 62* |
| Cc1cc(C)c(C(=O)C(C)OC(=O)c2ccc(Cl)nc2)cc1C (stereo not drawn) | -2% | 28% | 0% | -2% | -1 | 13% | 0 |
| COc1ccc(S(=O)(=O)N2CCC(C(=O)NC3CCCCC3C)CC2)cc1 (stereo not drawn) | 1% | -21% | -3% | -6% | 5 | -29% | 3 |
| CNC(=O)C1Cc2ccccc2CN1S(=O)(=O)c1cccs1 (stereo not drawn) | -1% | 22% | -14% | -14% | -2 | -2% | -15 |
| COc1ccccc1OCc1ccc(C(=O)N(C)C)o1 | -6% | 91%[activator] | -28% | 4% | 25* | ? | 51 |
| CC1(C)CC(=O)C(N=Nc2cccc(S(=O)(=O)N3CCOCC3)c2)=C(O)C1 | 2% | 44%[activator] | 15% | -4% | -2 | 38%[activator] | -8 |
| Cc1ccc(S(=O)(=O)NCc2ccccc2)cc1C(=O)N1CCCCCCC1 | . | 0% | 0% | 6% | . | -12% | . |
| Cc1nn(-c2ccccc2)c(Cl)c1/C=C1\C(=O)N(C)C(=S)N1C | 6% | 13µM* | -13%[11.4 µM] | -2% | 4 | ? | 25 |
| COCCNC(=O)NC(=O)COC(=O)c1cc([N+](=O)[O-])ccc1Sc1nc(C)cs1 | 2% | 13% | 2% | 1% | -5 | 0% | -21 |
| O=C(CN(CC1CCCO1)C(=O)CNS(=O)(=O)c1ccccc1)NCc1ccc(F)cc1 (stereo not drawn) | 2% | 90%[activator] | 21% | -3% | -11 | 17% | 3 |
| CCOc1cc(Br)cc(/C=C2\SC(=Nc3ccccc3)NC2=O)c1O | 1% | ? | -40% | 6% | -3 | ? | 22 |
| O=C(c1ccc(C(F)(F)F)cc1)C1CCCN(C(=O)CCc2cnccn2)C1 (stereo not drawn) | 0% | 311%[activator] | 58% | -4% | 7 | -1% | 39 |
| O=C(Cn1c(=O)sc2ccccc21)Nc1ccc(S(=O)(=O)N2CCCCC2)cc1 | 7% | -14% | -35% | -5% | 0 | -12% | -1 |
| CCCn1c(N)c(N(CCOC)C(=O)c2cccc(S(=O)(=O)N3CCCc4ccccc43)c2)c(=O)[nH]c1=O | . | -10% | 71%[activator] | -8% | . | ? | . |
| COCCCNc1nc(N)c([N+](=O)[O-])c(Nc2ccccc2OC)n1 | 6% | ? | -22% | 2% | 1 | ? | 31 |
| Cn1cc(C(=O)Nc2ccc(C#N)cc2)c2ccccc2c1=O | 5% | 31%[activator] | -6% | 0%&8% | 9 | 8% | -4 |
| Cc1ccc(CN(CC2CCCO2)C(=O)CN2C(=O)C(C(C)C)Oc3ccccc32)o1 (stereo not drawn) | 6% | -22% | 98%[activator] | ? | -4 | ? | 22 |
| CC1(C)CN(c2ccc(CC#N)cc2)C1=O | 2% | 22% | -19% | 3% | 9 | 81%[activator] | 3 |

4 of the compounds above, field by field.
CCCn1c(N)c(N(CCOC)C(=O)c2cccc(S(=O)(=O)N3CCCc4ccccc43)c2)c(=O)[nH]c1=O
  LmPK inh = . | Pf growth 96h = -10% | AmpC no deterg = 71%[activator] | TbPYK inhibitor = -8% | CHX counter = . | Pf growth 48h = ? | Shiga inhibitor = .
COCCCNc1nc(N)c([N+](=O)[O-])c(Nc2ccccc2OC)n1
  LmPK inh = 6% | Pf growth 96h = ? | AmpC no deterg = -22% | TbPYK inhibitor = 2% | CHX counter = 1 | Pf growth 48h = ? | Shiga inhibitor = 31
Cn1cc(C(=O)Nc2ccc(C#N)cc2)c2ccccc2c1=O
  LmPK inh = 5% | Pf growth 96h = 31%[activator] | AmpC no deterg = -6% | TbPYK inhibitor = 0%&8% | CHX counter = 9 | Pf growth 48h = 8% | Shiga inhibitor = -4
Cc1ccc(CN(CC2CCCO2)C(=O)CN2C(=O)C(C(C)C)Oc3ccccc32)o1 (stereo not drawn)
  LmPK inh = 6% | Pf growth 96h = -22% | AmpC no deterg = 98%[activator] | TbPYK inhibitor = ? | CHX counter = -4 | Pf growth 48h = ? | Shiga inhibitor = 22

Outcome played no part in choosing rows. About 22% of those tested had a hit in this group.
